mIAP inh – blocks mouse intestinal alkaline phosphatase | purified mouse IAP, CDP-Star luminescence, 30 min | inhibition, % at 10 µM | actives 0.2% (n = 330,000) | AID 2806;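 active means inhibition of at least 40% at 10 µM in the primary screen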;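 further: plate controls were DMSO with enzyme for no effect and no enzyme wells for full effect; values of inactives mirror those of a sister screen read the other way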
mIAP activ – increases mouse intestinal alkaline phosphatase activity | muIAP, CDP-Star luminescence, 30 min; stronger effect = higher value; 1 = vehicle-only enzyme signal, 0 = enzyme-free wells | activation factor at 10 µM | actives 0.24% (n = 330,000);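 active means activation factor of at least 2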; further: the source names both 10 and 20 µM as test concentration; values of inactives mirror those of a sister screen read the other way
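also added = chemiluminescent substrate CDP-Star | test system = mouse IAP enzyme | signal = chemiluminescence readout | compound = DMSO-dissolved test compounds | incubation = 30 min at room temperature | benchmarks = DMSO wells, no-enzyme wells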
HKDC1 inh – HKDC1 (human) hexokinase inhibition; recombinant HKDC1, G6PDH/diaphorase resazurin coupled fluorescence; inhibition, % at 20 µM; actives 0.16% (n = 340,000);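 active means inhibition above about 35% when tested at 20 µM, limit read from the data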;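 further: plate controls were DMSO wells with enzyme for no effect and DMSO wells lacking enzyme for full effect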
Target sequence (Q2TB90 whole entry, looked up): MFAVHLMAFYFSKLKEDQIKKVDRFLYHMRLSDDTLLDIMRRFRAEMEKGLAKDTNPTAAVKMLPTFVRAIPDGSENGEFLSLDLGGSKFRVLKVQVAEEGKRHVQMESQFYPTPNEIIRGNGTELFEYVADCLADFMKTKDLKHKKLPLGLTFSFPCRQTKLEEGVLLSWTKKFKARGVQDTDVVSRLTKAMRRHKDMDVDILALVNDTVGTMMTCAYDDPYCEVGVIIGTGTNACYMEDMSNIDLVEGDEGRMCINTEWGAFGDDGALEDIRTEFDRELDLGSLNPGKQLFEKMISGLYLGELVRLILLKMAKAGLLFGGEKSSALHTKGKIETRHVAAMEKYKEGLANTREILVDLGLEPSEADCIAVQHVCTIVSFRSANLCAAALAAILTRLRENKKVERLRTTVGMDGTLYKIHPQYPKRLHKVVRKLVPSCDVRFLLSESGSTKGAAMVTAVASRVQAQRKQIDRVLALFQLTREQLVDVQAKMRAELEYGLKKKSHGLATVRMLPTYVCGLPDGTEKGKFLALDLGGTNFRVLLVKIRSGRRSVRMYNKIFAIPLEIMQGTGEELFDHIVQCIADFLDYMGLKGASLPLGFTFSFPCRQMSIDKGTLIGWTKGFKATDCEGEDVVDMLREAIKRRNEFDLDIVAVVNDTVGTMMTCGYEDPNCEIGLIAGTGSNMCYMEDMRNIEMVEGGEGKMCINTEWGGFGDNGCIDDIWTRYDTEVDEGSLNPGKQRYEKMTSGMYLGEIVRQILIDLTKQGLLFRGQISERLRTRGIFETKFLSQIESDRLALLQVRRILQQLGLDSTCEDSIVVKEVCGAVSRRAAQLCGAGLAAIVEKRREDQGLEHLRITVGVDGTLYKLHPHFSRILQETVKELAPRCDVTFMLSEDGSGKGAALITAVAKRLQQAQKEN
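Assay system: in-house recombinant HK5 (HKDC1) enzyme. Input: HKDC1 at 5 µg/mL. Medium: Tris pH 8.0 buffer with MgCl2, Tween-20, BSA, BME. Dosing: single 20 µM dose. Schedule: 90 min reaction incubation at room temperature, dark. Signal: resazurin-to-resorufin fluorescence via G6PDH and diaphorase coupling, 525/613 nm. Controls: DMSO-enzyme wells negative, buffer-substituted wells positive.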
hIAP activ – human IAP activation. P09923. purified human IAP, CDP-Star luminescence, 30 min; stronger effect = higher value; 1 = vehicle-only enzyme, 0 = enzyme-free background. activation factor at 10 µM. AID 2524. actives 0.16% (n = 330,000);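 active means activation factor of the enzyme at least 2-fold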; further: the source names both 10 and 20 µM as test concentration; values of inactives mirror those of a sister screen read the other way
hIAP block – blocks human intestinal alkaline phosphatase. purified IAP, CDP-Star luminescence, 30 min. P09923. inhibition, % at 10 µM. AID 2544. actives 0.12% (n = 330,000);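 active means inhibition reaching a set limit with compound at 10 µM in the primary screen, cut at about 35% in these data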;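 further: plate controls were DMSO wells with enzyme for no effect and no-enzyme buffer wells for full effect; values of inactives mirror those of a sister screen read the other way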
PfG6PD inh – PfG6PD (Plasmodium falciparum) enzyme inhibition | PfGluPho enzyme, NADPH resazurin-diaphorase fluorescence | inhibition, % at 20 µM | actives 0.78% (n = 350,000) | AID 504690;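 active means inhibition reaching at least a set limit at 20 µM in the primary screen, cut at about 59% in these data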;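 further: 0% = DMSO wells with substrate and 100% = DMSO wells lacking glucose-6-phosphate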
A3A deaminase – inhibitors of human APOBEC3A DNA deaminase | P31941 | recombinant A3A, FAM/TAMRA ssDNA deamination fluorescence | inhibition, % at 20 µM | actives 0.41% (n = 330,000);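 active means at least 40% inhibition at 20 µM here, with at most 30% in a related deaminase screen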;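 further: plate controls were A3A with DMSO for no effect and wells lacking A3A enzyme for full effect; some results filed as inactive read as strong as hits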
ATG4B inh – blocks human ATG4B protease cleavage of LC3 substrate; ATG4B cleavage of LC3-PLA2, NBD-HPC fluorescence, 1 h; inhibition, % at 8.33 µM; actives 0.51% (n = 340,000); AID 504462; in the data active means inhibition above about 40%
The depositor's hits bear a star.

How did O=C(CNc1cccc(F)c1)Nc1cccc(S(=O)(=O)N2CCCCC2)c1 do in these assays?
mIAP inh: -12; mIAP activ: 1.1; HKDC1 inh: 0; hIAP activ: 1; hIAP block: -1; PfG6PD inh: 0; A3A deaminase: 1; ATG4B inh: -10

What do the screens show for `COc1ccc(NC(=O)CC(C)C)c(OC)c1`?
mIAP inh: -3; mIAP activ: 1; HKDC1 inh: 1; hIAP activ: 0.97; hIAP block: 3; PfG6PD inh: 0; A3A deaminase: 2; ATG4B inh: -10

What do the screens show for `CCN(CC)Cc1c(C(=O)N/N=C/c2cccc(OCc3cccc(Cl)c3)c2)nnn1-c1nonc1N`?
mIAP inh: 7; mIAP activ: 0.93; HKDC1 inh: 3; hIAP activ: 0.73; hIAP block: 27; PfG6PD inh: 38; A3A deaminase: -1; ATG4B inh: 0

Results for COc1ccc(NC(=O)CNC(=O)Cc2cccc3ccccc23)cc1 ?
mIAP inh: -3; mIAP activ: 1; HKDC1 inh: 4; hIAP activ: 0.97; hIAP block: 3; PfG6PD inh: -8; A3A deaminase: 1; ATG4B inh: -12

What do the screens show for `O=C(O)C1=C[C@H](c2csc3ccccc23)C[C@H](OCCCCO)O1`?
mIAP inh: -9; mIAP activ: 1.1; HKDC1 inh: 0; hIAP activ: 0.83; hIAP block: 17; PfG6PD inh: -5; A3A deaminase: 1; ATG4B inh: 11

Results for COc1cccc(OCc2cc(C(=O)NC3CCOCC3)no2)c1 ?
mIAP inh: -1; mIAP activ: 1; HKDC1 inh: -1; hIAP activ: 1.1; hIAP block: -15; PfG6PD inh: -12; A3A deaminase: 0; ATG4B inh: 4

How did COc1ccc(OC)c(CN(CCN2CCOCC2)S(=O)(=O)c2ccc(NC(C)=O)cc2)c1 do in these assays?
mIAP inh: 2; mIAP activ: 0.98; HKDC1 inh: -4; hIAP activ: 1; hIAP block: -1; PfG6PD inh: -14; A3A deaminase: 1; ATG4B inh: -10

Results for Cc1cccc(NCCC(=O)c2ccc([N+](=O)[O-])cc2)c1C ?
mIAP inh: -6; mIAP activ: 1.1; HKDC1 inh: 3; hIAP activ: 0.94; hIAP block: 6; PfG6PD inh: 9; A3A deaminase: -1; ATG4B inh: 1

How did CCOC(=O)Cn1c(=O)oc2cc(S(=O)(=O)N(C)Cc3ccco3)ccc21 do in these assays?
mIAP inh: 7; mIAP activ: 0.93; HKDC1 inh: -3; hIAP activ: 1; hIAP block: 0; PfG6PD inh: -4; A3A deaminase: 2; ATG4B inh: -4

Results for CC1(C)Cc2ccccc2-c2nnc(-c3cccnc3)n21 ?
mIAP inh: -2; mIAP activ: 1; HKDC1 inh: -8; hIAP activ: 1.1; hIAP block: -8; PfG6PD inh: 3; A3A deaminase: -1; ATG4B inh: -3

How did COC(=O)C(C)NC(=O)c1cn(-c2ccccc2OC)c(=O)c2ccccc12 (stereo not given) do in these assays?
mIAP inh: 1; mIAP activ: 0.99; HKDC1 inh: -7; hIAP activ: 0.96; hIAP block: 4; PfG6PD inh: 6; A3A deaminase: 1; ATG4B inh: 2

Results for C[C@H](CO)N1C[C@H](C)[C@@H](CN(C)Cc2ccc3c(c2)OCO3)Oc2c(NC(=O)C3CCCCC3)cccc2C1=O ?
mIAP inh: 7; mIAP activ: 0.93; HKDC1 inh: -3; hIAP activ: 0.9; hIAP block: 10; PfG6PD inh: 21; A3A deaminase: -2; ATG4B inh: -13

How did Cc1ccc(NS(=O)(=O)c2ccc(NC(=O)C3CCCO3)cc2)cc1 (stereo not given) do in these assays?
mIAP inh: -5; mIAP activ: 1; HKDC1 inh: -2; hIAP activ: 1.1; hIAP block: -10; PfG6PD inh: 15; A3A deaminase: -4; ATG4B inh: -1

How did Cc1cccc(CSC(Nc2ccc(F)cc2)=C(C#N)C#N)c1 do in these assays?
mIAP inh: 13; mIAP activ: 0.87; HKDC1 inh: -1; hIAP activ: 0.87; hIAP block: 13; PfG6PD inh: -23; A3A deaminase: -3; ATG4B inh: 11

How did CC(/C=C/c1ccccc1)=N/O do in these assays?
mIAP inh: 0; mIAP activ: 1; HKDC1 inh: 2; hIAP activ: 1.2; hIAP block: -16; PfG6PD inh: 7; A3A deaminase: 0; ATG4B inh: -9

Results for CCOc1ccc(/C=C2\SC(N3CCc4ccccc4C3)=NC2=O)cc1 ?
mIAP inh: 13; mIAP activ: 0.87; HKDC1 inh: 0; hIAP activ: 0.97; hIAP block: 3; PfG6PD inh: 12; A3A deaminase: -2; ATG4B inh: 39

Results for C#CCSc1nnc(-c2cccc3ccccc23)o1 ?
mIAP inh: 18; mIAP activ: 0.82; HKDC1 inh: 12; hIAP activ: 0.86; hIAP block: 14; PfG6PD inh: -5; A3A deaminase: 0; ATG4B inh: 1

Results for COc1ccc(NS(=O)(=O)c2ccc(C(=O)N(C)Cc3ccc(C)o3)cc2)cc1 ?
mIAP inh: -2; mIAP activ: 1; HKDC1 inh: 0; hIAP activ: 0.95; hIAP block: 5; PfG6PD inh: 6; A3A deaminase: -5; ATG4B inh: -3

What do the screens show for `COC(=O)c1cn(C(=O)c2ccc(C)cc2C)c2ccccc12`?
mIAP inh: 1; mIAP activ: 0.99; HKDC1 inh: 4; hIAP activ: 0.92; hIAP block: 8; PfG6PD inh: 18; A3A deaminase: 6; ATG4B inh: 2

How did C=CCNC(=S)Nc1cc(C)ccn1 do in these assays?
mIAP inh: 1; mIAP activ: 0.99; HKDC1 inh: -4; hIAP activ: 0.9; hIAP block: 10; PfG6PD inh: 6; A3A deaminase: -1; ATG4B inh: 1

What do the screens show for `CC1OC(OCC2OC(Oc3c(-c4ccc(O)cc4)oc4cc(O)cc(O)c4c3=O)C(O)C(O)C2O)C(O)C(O)C1O` (stereo not given)?
mIAP inh: 23; mIAP activ: 0.77; HKDC1 inh: 3; hIAP activ: 0.94; hIAP block: 6; PfG6PD inh: 17; A3A deaminase: 5; ATG4B inh: -12

Results for COc1ccccc1CNc1cc(C)ccc1C ?
mIAP inh: 4; mIAP activ: 0.96; HKDC1 inh: -4; hIAP activ: 1; hIAP block: -2; PfG6PD inh: -15; A3A deaminase: -5; ATG4B inh: -6

How did Cc1cccc2sc(N(CCN(C)C)C(=O)c3cc(Cl)sc3Cl)nc12 do in these assays?
mIAP inh: -6; mIAP activ: 1.1; HKDC1 inh: 11; hIAP activ: 0.78; hIAP block: 22; PfG6PD inh: 37; A3A deaminase: 1; ATG4B inh: 19

Results for Cn1nnnc1SCC(=O)Nc1ccccc1[N+](=O)[O-] ?
mIAP inh: 1; mIAP activ: 0.99; HKDC1 inh: -8; hIAP activ: 0.99; hIAP block: 1; PfG6PD inh: -13; A3A deaminase: -5; ATG4B inh: 6

Looked up by structure from above (4):
Results for C#CCSc1nnc(-c2cccc3ccccc23)o1 ?
mIAP inh: 18; mIAP activ: 0.82; HKDC1 inh: 12; hIAP activ: 0.86; hIAP block: 14; PfG6PD inh: -5; A3A deaminase: 0; ATG4B inh: 1

Results for COc1ccc(NS(=O)(=O)c2ccc(C(=O)N(C)Cc3ccc(C)o3)cc2)cc1 ?
mIAP inh: -2; mIAP activ: 1; HKDC1 inh: 0; hIAP activ: 0.95; hIAP block: 5; PfG6PD inh: 6; A3A deaminase: -5; ATG4B inh: -3

Results for Cn1nnnc1SCC(=O)Nc1ccccc1[N+](=O)[O-] ?
mIAP inh: 1; mIAP activ: 0.99; HKDC1 inh: -8; hIAP activ: 0.99; hIAP block: 1; PfG6PD inh: -13; A3A deaminase: -5; ATG4B inh: 6

How did C=CCNC(=S)Nc1cc(C)ccn1 do in these assays?
mIAP inh: 1; mIAP activ: 0.99; HKDC1 inh: -4; hIAP activ: 0.9; hIAP block: 10; PfG6PD inh: 6; A3A deaminase: -1; ATG4B inh: 1

(cont.)
How did NC(=O)C1(N2CCCCC2)CCN(C(=O)c2ccccc2)CC1 do in these assays?
mIAP inh: -1; mIAP activ: 1; HKDC1 inh: -5; hIAP activ: 0.94; hIAP block: 6; PfG6PD inh: -10; A3A deaminase: 0; ATG4B inh: -15

What do the screens show for `O=C(CSc1ncn(-c2ccccc2)n1)Nc1ccc(Br)cn1`?
mIAP inh: 2; mIAP activ: 0.98; HKDC1 inh: 5; hIAP activ: 0.92; hIAP block: 8; PfG6PD inh: 31; A3A deaminase: 0; ATG4B inh: 1

How did O=C(CCCOc1ccccc1)Nc1ccc(S(=O)(=O)Nc2ccccn2)cc1 do in these assays?
mIAP inh: 2; mIAP activ: 0.98; HKDC1 inh: -2; hIAP activ: 0.93; hIAP block: 7; PfG6PD inh: 13; A3A deaminase: -4; ATG4B inh: -19

Results for CCOc1ccccc1NC(=O)c1c(NC(=O)CCC(=O)O)sc2c1CCCCC2 ?
mIAP inh: 13; mIAP activ: 0.87; HKDC1 inh: -17; hIAP activ: 0.95; hIAP block: 5; PfG6PD inh: 10; A3A deaminase: -6; ATG4B inh: -6

Results for O=C(COc1ccc(Cl)cc1Cl)N1CCCC1 ?
mIAP inh: 11; mIAP activ: 0.89; HKDC1 inh: 2; hIAP activ: 1.2; hIAP block: -22; PfG6PD inh: 3; A3A deaminase: -1; ATG4B inh: -17

Results for COC(=O)C1CN(C(=O)C(C)Oc2ccccc2Cl)c2ccccc2O1 (stereo not given) ?
mIAP inh: -17; mIAP activ: 1.2; HKDC1 inh: -2; hIAP activ: 1.1; hIAP block: -12; PfG6PD inh: -3; A3A deaminase: -2; ATG4B inh: -1

What do the screens show for `Cc1ccc(N2C(=O)CSC23C(=O)Nc2ccccc23)cc1` (stereo not given)?
mIAP inh: -9; mIAP activ: 1.1; HKDC1 inh: -3; hIAP activ: 0.94; hIAP block: 6; PfG6PD inh: -5; A3A deaminase: -1; ATG4B inh: 0

What do the screens show for `CCCC(=O)NCc1cc(-c2nn(C)c(=O)c3ccccc23)ccc1C`?
mIAP inh: 9; mIAP activ: 0.91; HKDC1 inh: -4; hIAP activ: 0.97; hIAP block: 3; PfG6PD inh: 9; A3A deaminase: 3; ATG4B inh: -5

What do the screens show for `CCC(=O)N1Cc2ccccc2-c2ccccc2C1=O`?
mIAP inh: -5; mIAP activ: 1.1; HKDC1 inh: -2; hIAP activ: 0.96; hIAP block: 4; PfG6PD inh: -16; A3A deaminase: 5; ATG4B inh: 41*

Results for Cc1ccccc1N(C)S(=O)(=O)c1ccc2[nH]cc(C(=O)NCC3CCCO3)c(=O)c2c1 (stereo not given) ?
mIAP inh: -6; mIAP activ: 1.1; HKDC1 inh: 11; hIAP activ: 0.95; hIAP block: 5; PfG6PD inh: -9; A3A deaminase: -2; ATG4B inh: 1

Results for CC1(C)CC(CCC(=O)Nc2ccc(S(N)(=O)=O)cc2)C(=O)O1 (stereo not given) ?
mIAP inh: 5; mIAP activ: 0.95; HKDC1 inh: 1; hIAP activ: 1; hIAP block: -2; PfG6PD inh: -5; A3A deaminase: -2; ATG4B inh: 8

How did COC(=O)c1ccc(OCC(O)Cn2nnc3ccccc32)cc1 (stereo not given) do in these assays?
mIAP inh: -1; mIAP activ: 1; HKDC1 inh: 0; hIAP activ: 0.88; hIAP block: 12; PfG6PD inh: -4; A3A deaminase: 3; ATG4B inh: -1

How did O=C(O)Cc1sc(NC2CCCCC2)nc1-c1ccc(Cl)cc1 do in these assays?
mIAP inh: 0; mIAP activ: 1; HKDC1 inh: -2; hIAP activ: 0.98; hIAP block: 2; PfG6PD inh: -3; A3A deaminase: -4; ATG4B inh: 54*
